KCNH2 3.1 inh: KCNH2 3.1 (human) potassium channel inhibition; U2OS KCNH2 3.1, thallium flux FluxOr; active compounds read low; activity change, % (tested at about 1.8 µM); 0.95% of 340,000 active;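 active = maximum activity change below -70%; inconclusive = maximum activity change from -70% to -50%; inactive = maximum activity change above -50%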;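 note: thallium influx rate constant from kinetic fluorescence after stimulation buffer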
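Thallium flux via FluxOr fluorescence (Red40 quencher, 45 min loading) in U2OS cells virally expressing the KCNH2 3.1 isoform (1.77 x 10^8 /mL virus, overnight at 37 C). Rate constants from 2-min kinetic reads post-stimulation, normalised to positive and negative controls.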
Giardia killer: Giardia lamblia killing; Giardia lamblia trophozoite viability; activity change, % at 7.66 µM, hits read low; 0.15% of 340,000 active; AID 540267; in the data active = activity change below about -80%; inconclusive = between about -30% and that limit;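 note: parasites exposed to compound for two days anaerobically before the ATP read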
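Giardia lamblia trophozoites (100 cells/well) were incubated with compounds for 48 h at 37 deg C under anaerobic conditions. Viability was read as ATP content by one-step luminescence after 15-30 min at room temperature.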
KCNH2 WT inh: inhibitors of human wildtype KCNH2 potassium channel | Q12809 | U2OS, BacMam KCNH2, thallium flux FluxOr; active compounds read low | activity change, % at 1.84 µM | 0.37% of 340,000 active | AID 720551;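 active = maximum activity change below -70%; inconclusive = maximum activity change between -70% and -50%; inactive = maximum activity change above -50%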
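U2OS cells transduced with wild-type KCNH2 virus are loaded with FluxOr dye for 45 min, and thallium flux is measured in kinetic reads before and after stimulation buffer. Rate constants are normalized to DMSO controls.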
USP2a block: inhibitors of human ubiquitin-specific protease USP2a; 0.01% of 330,000 active; Potency, µM (top dose mostly 38.3 µM), inactives show top-dose activity change, negative = inhibition, most hits filed as inhibitors; O75604; AID 463254; USP2 core, Ub-CHOP2 coupled fluorogenic reporter, 485/531;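 note: potency is the fitted concentration of half-maximal effect; plate controls were DMSO wells for no effect and full inhibition by NEM control for full effect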
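USP2 core (10nM final) preincubated 30min RT with compound in 20mM Tris-HCl pH 8.0, 2mM CaCl2, 2mM beta-mercaptoethanol, 0.05% CHAPS; 25nM Ub-CHOP2 plus 25nM reporter substrate added, fluorescence (Ex485/Em531) read after 60min.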
GALK inhibitor: galactokinase (human) inhibition; P51570; Purified GALK, Kinase-Glo residual ATP luminescence; Potency, µM (series often up to 57.5 µM), for inactives: at the top dose activity change, negative = inhibition, hits mostly inhibitors; 0.007% of 270,000 active; AID 1868; note: potency is the fitted concentration of half-maximal effect
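Kinase-Glo Plus luminescence measured ATP left after a 1 h room-temperature reaction. The reaction used 5 nM GALK, 100 uM galactose and 35 uM ATP at pH 8.0 (20 mM HEPES, 5 mM MgCl2, 60 mM NaCl, 1 mM DTT, 0.01% BSA).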
BCR signal inh: inhibitors of chronic active B-cell receptor signaling; ABC-DLBCL IkBa-CBG/CBR reporter, luminescence ratio, 4 h; Potency, µM (titrated, usually from 46.1 µM), for the others: at the highest dose ratio change, negative = lower green/red ratio, actives largely listed as inhibitors; 0.05% of 340,000 active; active = well fitted inhibition curve with a large enough effect in the signal ratio, with a control signal flat, not every such curve was filed as active; inconclusive = small, poorly fitted or top-dose-only effect, or effect the other way, or a change in a side signal; the % refers to the signal ratio;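 note: potency is the fitted concentration of half-maximal effect; plate controls were basal doxycycline-induced cells for no effect and cells given 10 µM MG132 for full effect; MG132 reads +100%, hits lower the ratio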
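Cell line TMD8 (human ABC DLBCL), stably expressing tet-inducible CBG68-IkBa fusion and CBR; IMDM/0.5% FBS; cpd up to 46 uM; dox induction, 4 h, 37C/5% CO2; dual luminescence; green/red ratio; MG132 control.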
PKM2 act: activators of human pyruvate kinase M2; Potency, µM (highest dose often 57.5 µM), without a hit: at the highest dose activation, actives largely listed as activators; purified PKM2, Kinase-Glo ATP luminescence, activation; response scale: 0% is enzyme alone, no compound; 0.34% of 260,000 active; note: potency is the fitted concentration of half-maximal effect; nearly all actives have a fitted effect of over 55% in size
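Kinase-Glo luminescence reports ATP generated from ADP (0.1 mM) and PEP (0.5 mM) by purified hPK-M2 after 1 h at room temperature, pH 7.2 imidazole buffer; intermediate enzyme activity allows detecting inhibitors and activators.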
uPA surface inh: blocks generation of uPA at the cell surface; cell surface uPA generation assay, qHTS; Potency, µM (doses to about 38.3 µM), for inactives: top-dose activity change, negative = inhibition, hits mostly inhibitors; 0.31% of 330,000 active; active = well fitted inhibition curve with a large enough effect; inconclusive = small, poorly fitted or top-dose-only effect; inactive = no such curve, though single readings can be large or run the other way; tested in mouse RAW 264.7 cells; note: potency is the fitted concentration of half-maximal effect; nearly all actives have a fitted effect of over 55% in size
B2AR arrestin: recruits beta-arrestin to the human beta2-adrenergic receptor; P07550; beta-arrestin recruitment to beta2AR, cell-based reporter; Potency, µM (series often up to 46.1 µM), without a hit: at the top dose activation, usual class: activators; 0.02% of 330,000 active;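 note: potency is the fitted concentration of half-maximal effect; 0% = DMSO controls and full agonism = EC100 isoproterenol or metaproterenol; nearly all actives have a fitted effect of over 65% in size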
Target sequence (P07550 whole entry, looked up): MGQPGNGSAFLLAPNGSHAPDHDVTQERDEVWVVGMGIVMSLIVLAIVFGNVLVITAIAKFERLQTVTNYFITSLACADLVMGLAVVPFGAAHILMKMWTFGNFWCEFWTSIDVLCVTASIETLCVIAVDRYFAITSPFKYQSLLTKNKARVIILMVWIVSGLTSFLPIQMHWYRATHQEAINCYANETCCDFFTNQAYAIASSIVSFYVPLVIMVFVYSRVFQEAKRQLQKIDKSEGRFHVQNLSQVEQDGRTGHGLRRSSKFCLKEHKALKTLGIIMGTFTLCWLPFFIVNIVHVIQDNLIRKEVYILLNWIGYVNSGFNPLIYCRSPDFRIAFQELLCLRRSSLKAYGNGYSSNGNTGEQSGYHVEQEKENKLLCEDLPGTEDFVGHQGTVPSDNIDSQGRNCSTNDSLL
Eya2 inh: blocks the phosphatase activity of human Eya2. O00167. recombinant Eya2, OMFP fluorescence dephosphorylation (OMFP is methylfluorescein phosphate). Potency, µM (highest dose often 76.9 µM), without a hit: top-dose activity, negative = inhibition, actives largely listed as inhibitors. 0.006% of 330,000 active; note: potency is the fitted concentration of half-maximal effect
Target sequence (O00167 whole entry, looked up): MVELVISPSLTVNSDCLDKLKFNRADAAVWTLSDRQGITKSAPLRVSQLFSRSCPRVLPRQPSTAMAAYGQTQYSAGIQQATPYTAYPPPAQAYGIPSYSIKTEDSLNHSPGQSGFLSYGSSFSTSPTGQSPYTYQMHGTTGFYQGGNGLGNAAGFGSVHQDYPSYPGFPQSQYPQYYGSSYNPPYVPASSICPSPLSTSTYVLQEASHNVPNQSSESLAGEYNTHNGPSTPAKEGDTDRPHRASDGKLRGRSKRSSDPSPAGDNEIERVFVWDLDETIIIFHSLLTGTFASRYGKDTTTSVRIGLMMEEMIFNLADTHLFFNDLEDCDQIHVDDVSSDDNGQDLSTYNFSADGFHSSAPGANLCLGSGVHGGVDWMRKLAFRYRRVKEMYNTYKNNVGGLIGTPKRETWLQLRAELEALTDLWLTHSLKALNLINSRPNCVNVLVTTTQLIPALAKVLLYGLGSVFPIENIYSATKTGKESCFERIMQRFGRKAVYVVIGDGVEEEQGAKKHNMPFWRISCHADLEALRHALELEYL
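Eya2 protein (added as 0.2 uM solution) was preincubated with compound for 10 min at ambient temperature in 50 mM HEPES pH 7.5, 50 mM NaCl, 5 uM MgCl2, 0.05% BSA, 1 mM DTT. OMFP (added at 50 uM) then reacted 10 min; fluorescence read at 485/525 nm.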
Coupling enz: coupling enzyme interference in Giardia aldolase counter-screen; coupling enzyme system counterscreen, AmpLite Red fluorescence; activity change, negative = inhibition, % at 58.2 µM, hits read low; 0.67% of 290,000 active; AID 2472; in the data active = activity change below about -30%
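First, compound is pin-transferred into glyceraldehyde-3-phosphate coupling-enzyme reagent at 57.5 uM final and held 10 min at RT. Next, substrate, coupling system and AmpLite Red are added. After 20 min RT, fluorescence (525/598 nm) is read.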
* marks the source's active call; other numbers are inactive results; ? = inconclusive; . = no result given; [ ] = remark or other dose. Unless noted, calls come from the whole dose curve; as a rule, active = well fitted curve in the direction sought with a large enough effect; inconclusive = small, poorly fitted or top-dose-only effect, or another doubt; inactive = no such curve, though single readings can be large; an effect the other way counts as inactive or inconclusive. Unless noted, % is set by controls: 0 for no effect and ±100 for the full control effect.

SMILES	KCNH2 3.1 inh	Giardia killer	KCNH2 WT inh	USP2a block	GALK inhibitor	BCR signal inh	PKM2 act	uPA surface inh	B2AR arrestin	Eya2 inh	Coupling enz
CCC(c1nnnn1Cc1ccco1)N(Cc1cc2cc(C)cc(C)c2[nH]c1=O)CC1CCCO1 (configuration not stated)	1.4	4.2	-6.2	2.9%	-4.2%	2.9%	5.5%	-1.5%	-0.2%	-29.8%	0.4
O=S(=O)(NCCCCCNS(=O)(=O)c1c(F)cccc1F)c1ccc2c(c1)OCCO2	.	-14.2	.	1.0%	.	-0.9%	.	20.1%	0.5%	-12.0%	.
CCc1ccc(OCC(=O)Nc2ccc(-c3nc4ccccc4o3)c(O)c2)cc1	3.9	8.0	-0.6	-0.3%	-2.0%	1.0%	-2.2%	8.5%	-0.6%	3.3%	2.9
O=C(c1cc2ccccc2o1)N1CCN(S(=O)(=O)c2c(F)cccc2F)CC1	-2.2	?	-15.3	3.5%	.	-4.3%	.	1.6%	0.1%	-3.8%	.
CN(C)S(=O)(=O)c1ccc(NC(=O)/C=C/c2ccccc2Cl)cc1	-4.7	1.6	-4.0	-1.8%	-0.6%	-5.4%	-0.5%	-5.1%	-1.0%	-12.5%	-6.1
O=C(CC1C(=O)NCCN1Cc1cccc(F)c1)NC1CCC1 (configuration not stated)	2.4	28.4	-5.4	2.2%	-1.1%	0.5%	2.8%	-3.5%	-0.2%	9.0%	-2.1
CC(=O)C1=C(C)Nc2ncnn2C1c1ccccc1Cl (configuration not stated)	4.6	-10.1	-6.2	1.5%	0.1%	-0.3%	-0.4%	4.2%	-0.4%	-2.2%	-0.5
C=CCNC(=S)N(Cc1ccccc1)Cc1ccccc1	7.4	-5.5	-13.4	0.3%	13.5%	5.2%	5.0%	-2.8%	-0.4%	-7.1%	0.2
Cc1ccccc1Nc1nc(N)nc(-c2oc3ccccc3c2C)n1	3.9	30.8[activator]	-1.0	-4.0%	0.3%	?	0.5%	-0.3%	0.0%	-2.6%	5.0
CN1CCC(=O)N([C@H](CSc2ccc(Br)cc2)c2ccccc2)CC1	-98.3*	-1.3	-7.1	8.9%	0.9%	?	-0.8%	-11.6%	-0.3%	0.6%	-2.2
CC(Sc1nnc(N)s1)C(=O)NNC(=O)c1cccc(Cl)c1 (configuration not stated)	-0.6	-6.0	1.9	0.3%	.	-0.8%	.	-1.1%	6.3%	6.2%	.
COc1ccc2cc(S(=O)(=O)N3CCOCC3)ccc2c1	-2.7	-10.2	-6.3	3.8%	-1.1%	?	-2.1%	3.0%	-0.1%	5.4%	0.0
Cc1ccc(-n2nc(C)c(C(=O)Nc3cccc(C(=O)NC4CC4)c3)n2)c(C)c1	3.9	-17.7	9.2	-3.1%	.	?	.	7.8%	0.0%	-1.9%	.
CC(=O)Nc1cccc(NC(=O)c2ccco2)c1	.	-17.0	0.3	1.4%	1.3%	-17.9%	-3.2%	0.2%	-0.4%	11.9%	-0.4
Clc1ccccc1Cc1noc(CN2CCCCC2CCc2ccccn2)n1 (configuration not stated)	1.1	11.5	1.2	2.7%	3.7%	1.6%	1.0%	5.4%	-0.7%	-4.4%	-0.3
CCOc1ccc(S(=O)(=O)N2CCN=C2Cc2ccccc2)cc1C	-0.5	-28.6	-9.0	-0.4%	1.7%	-6.8%	.	-13.9%	0.0%	-6.8%	.
CC(C)(CNC(=O)CNC(=O)c1ccccc1F)N1CCOCC1	-26.8	8.3	32.9	3.2%	.	1.6%	.	0.2%	0.0%	4.9%	.
Cc1cc(NC(=O)c2cnccn2)no1	.	.	.	3.4%	1.9%	-1.8%	1.4%	.	2.8%	18.4%	1.2
CCOC(=O)c1c(C)nc2sc(C(=O)Nc3ccc(C(C)=O)cc3)c(N)c2c1-c1ccc(OC)cc1	14.4	7.9	-4.4	-1.2%	0.6%	2.4%	-1.6%	-12.1%	0.2%	16.3%	-0.6
COCCNC(=O)c1ccc(NC(C)=O)cc1	-8.2	-12.7	-4.1	1.8%	1.2%	0.8%	-1.5%	2.8%	-0.1%	4.1%	0.0
COc1ccc(C2CC(c3ccco3)n3ncnc3N2)cc1 (configuration not stated)	0.0	-9.5	6.7	2.8%	-1.3%	-9.7%	12.0%	5.1%	-0.3%	-15.1%	2.9
CN(CC(=O)Nc1ccc(F)cc1)C(=O)CSc1nnc(Cc2ccccc2)o1	2.3	20.6	-8.6	0.9%	.	-0.1%	.	-2.3%	-0.4%	3.1%	.
O=C(COc1ncnc2cc(Cl)ccc12)c1ccccc1	-3.7	11.7	-15.6	0.5%	1.7%	3.0%	-4.5%	-8.4%	3.4%	-0.7%	8.2
COc1ccc(NC(=O)CSCC(=O)Nc2ccc(S(=O)(=O)N3CCCC3)cc2)cc1	5.1	25.0	-6.9	3.2%	-1.6%	4.3%	-2.7%	0.1%	0.5%	-2.6%	.
CC1(C)CC(=O)c2c(noc2-c2ccccc2)C1	-11.4	-23.7	4.1	0.8%	-0.2%	14.7%	5.6%	2.9%	-0.7%	-18.1%	1.2

(list continues)
SMILES	KCNH2 3.1 inh	Giardia killer	KCNH2 WT inh	USP2a block	GALK inhibitor	BCR signal inh	PKM2 act	uPA surface inh	B2AR arrestin	Eya2 inh	Coupling enz
CC(=O)Nc1ccc(C(=O)OCC(=O)NCc2ccc(Cl)cc2)cc1	.	.	.	-1.6%	5.7%	-8.8%	-4.1%	.	0.2%	?	3.3
N#CC1(C#N)CC(C=O)=C(N)C1(C#N)CC(=O)C12CC3CC(CC(C3)C1)C2 (configuration not stated)	-6.4	-3.4	4.5	3.6%	1.2%	?	15.4%	-5.2%	-0.8%	-23.4%	4.2
COCCCNC(=O)c1cc2c(s1)CS(=O)(=O)C2	-20.1	6.3	-9.4	-0.4%	-0.3%	?	-10.3%	12.4%	-0.2%	33.9%	0.3
CCOC(=O)C1CCCN(C(=O)c2cccc3ccccc23)C1 (configuration not stated)	-19.1	1.3	0.9	0.3%	11.3%	5.2%	-0.1%	2.8%	0.4%	-5.3%	0.1
O=C1C=C(c2cccc(Cl)c2O)C[C@@H](c2ccc(Cl)cc2)C1	-7.3	-5.9	3.4	3.4%	.	?	.	8.7%	0.2%	-20.6%	.
Cc1cc(C)c2c(-n3cccc3)n[nH]c2n1	-33.0	8.7	-20.1	-1.7%	2.6%	-6.3%	2.2%	-8.2%	0.2%	15.0%	2.2
Cc1nnc(N/N=C\c2ccc(-c3cccc(C(=O)O)c3)o2)n1N	2.0	21.5	-11.2	0.8%	-2.1%	?	-15.6%	?	-1.4%	0.5%	-19.7
Cc1ccc(C(=O)Nc2ccc3c(c2)nc(CCNC(=O)c2ccco2)n3C)cc1	-13.4	-16.3	11.1	-1.1%	8.8%	0.2%	14.6%	-11.6%	0.0%	-12.5%	2.0
CCc1nnc(NS(=O)(=O)c2ccc(NC(=O)/C=C/c3ccccc3Cl)cc2)s1	-8.5	-6.2	-2.8	3.5%	-5.1%	-26.4%	-1.7%	8.5%	-0.1%	9.0%	0.5
COc1ccc(C)c2sc(NC(=O)C3CC3)nc12	-1.8	-26.5	-13.8	2.2%	.	12.7%	-15.2%	-1.3%	0.9%	6.7%	-0.5
COc1cc(CN2CCCN(C)CC2)c([N+](=O)[O-])cc1OC	9.0	11.1	0.0	0.4%	-3.2%	0.0%	-2.3%	2.7%	0.2%	1.7%	-7.6
CNc1ccc(Oc2c(F)c(F)nc(F)c2F)cc1	-4.5	6.8	-6.9	-0.4%	1.3%	?	.	3.3%	-0.7%	4.6%	-2.6
COc1cc(NC(=O)c2cc3ccccc3cc2O)c(OC)cc1Cl	-4.2	?	-2.7	-3.2%	-2.0%	?	1.5%	-3.1%	-0.3%	-7.1%	-6.7
O=C(c1ccccc1)N1CCN(c2ncccn2)CC1	2.0	4.5	-12.4	2.0%	-6.8%	6.1%	-0.1%	-1.3%	0.4%	-5.5%	4.4
O=C(COC(=O)/C=C/c1ccc([N+](=O)[O-])cc1)Nc1ccc(F)cc1	-16.6	4.2	0.8	-0.9%	.	-1.1%	.	-4.5%	0.0%	-0.7%	.
CCOc1ccc(CNC(c2ccccc2)c2ccccc2)cc1	-26.4	-12.9	2.5	-1.5%	-7.6%	5.7%	-1.2%	-5.7%	2.4%	-2.0%	0.8
CC(C)C[C@H]1CN=C(N(C)C)N1CC(C)C	-3.2	-19.4	-1.4	2.3%	.	-3.4%	.	-8.3%	-0.2%	10.0%	.
CNC(=O)n1ccc(C(=O)N2CCCCC2)n1	-5.8	9.1	-32.0	2.6%	-3.8%	5.6%	0.5%	-3.3%	0.0%	6.8%	0.2
O=C(CSCc1ccc(Cl)cc1)c1ccco1	.	.	.	-0.2%	0.6%	?	-5.1%	.	1.0%	-3.5%	-0.6
COC(=O)C1=C(C)N(Cc2ccccc2)C(=NCC(C)C)N[C@H]1c1ccc(Br)cc1	.	.	.	-2.2%	.	?	4.8%	.	-0.3%	-1.9%	-3.8
CCN(C(=O)c1cn(C)c(=O)c2cc(OC)c(OC)cc12)c1ccccc1C	4.0	-7.4	12.2	0.7%	-0.1%	?	6.0%	2.5%	-2.2%	3.3%	-3.2

Bioassay records from PubChem.
